3T3 cytotox: cytotoxic compounds in NIH 3T3 cells; NIH 3T3 viability, CellTiter-Glo ATP luminescence, 48-72 h; Potency, µM (doses to about 96.7 µM), for the others: top-dose activity change, negative = cytotoxicity, usual class: inhibitors; hit rate 4.3% among 94,000; note: potency is the fitted concentration of half-maximal effect; nearly all actives have a fitted effect of over 55% in size
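ATP-dependent luminescence (CellTiter-Glo) served as the viability signal for NIH 3T3 cells treated with compound for 48 or 72 hr at 37 °C.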
SNCA expr inh: SNCA gene expression inhibition; HEK-293 SNCA-luciferase knock-in, luminescence, 24 h; Potency, µM (top dose mostly 57.2 µM), without a hit: top-dose activity change, negative = inhibition, actives largely listed as inhibitors; hit rate 0.17% among 140,000;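 note: potency is the fitted concentration of half-maximal effect; plate controls were DMSO cells for no effect and cell-free wells for full effect; nearly all actives have a fitted effect of over 45% in size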
GPT2 inh: GPT2 alanine aminotransferase inhibition; AID 1671188; Recombinant GPT2, coupled pyruvate oxidase/HRP Amplex Red fluorescence; Potency, µM (highest dose often 57.7 µM), for inactives: at the highest dose activity change, negative = inhibition, actives largely listed as inhibitors; Q8TD30; hit rate 0.25% among 100,000; note: potency is the fitted concentration of half-maximal effect; nearly all actives have a fitted effect of over 60% in size; many of its hits are not listed in these tables
Target sequence (Q8TD30 whole entry, looked up): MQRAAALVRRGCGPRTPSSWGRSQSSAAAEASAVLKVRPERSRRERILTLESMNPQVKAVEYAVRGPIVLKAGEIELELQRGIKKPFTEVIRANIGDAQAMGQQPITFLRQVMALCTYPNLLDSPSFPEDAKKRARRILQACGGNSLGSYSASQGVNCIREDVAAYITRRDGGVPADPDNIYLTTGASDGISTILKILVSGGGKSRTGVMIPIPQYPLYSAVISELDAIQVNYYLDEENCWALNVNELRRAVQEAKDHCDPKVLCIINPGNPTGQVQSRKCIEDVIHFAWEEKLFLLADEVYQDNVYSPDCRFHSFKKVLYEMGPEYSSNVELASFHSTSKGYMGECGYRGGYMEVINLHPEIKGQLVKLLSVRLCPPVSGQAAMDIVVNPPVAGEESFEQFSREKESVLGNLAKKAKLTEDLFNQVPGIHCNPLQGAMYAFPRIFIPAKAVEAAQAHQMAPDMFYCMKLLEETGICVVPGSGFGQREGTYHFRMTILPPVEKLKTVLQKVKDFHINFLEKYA
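Fluorescence read-out: pyruvate from GPT2 turnover coupled to pyruvate oxidase, HRP and Amplex Red (0.2mM ThPP, 0.2U/mL PO and HRP, 50uM Amplex final). Substrates 250uM a-KG, 2mM L-alanine; enzyme 10ng/uL; 30 min RT.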
HEK293 tox: HEK 293 cell cytotoxicity | Potency, µM (titrated, usually from 115 µM), for the others: at the top dose activity change, negative = cytotoxicity, hits mostly inhibitors | hit rate 6.6% among 94,000 | HEK 293 viability, ATP luminescence (CellTiter-Glo), 48-72 h; note: potency is the fitted concentration of half-maximal effect; nearly all actives have a fitted effect of over 60% in size
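CellTiter-Glo luminescence (cellular ATP) was read after 48 or 72 hr of compound exposure at 37 degree Celsius. Cells were HEK 293 plated at 250 cells/well.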
Luciferase inh: blocks purified firefly luciferase enzyme activity | P08659 | purified P. pyralis luciferase, luminescence, biochemical | Potency, µM (series often up to 115 µM), without a hit: top-dose activity change, negative = inhibition, actives largely listed as inhibitors | hit rate 2.5% among 76,000 | AID 1347043; note: potency is the fitted concentration of half-maximal effect; nearly all actives have a fitted effect of over 65% in size
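Purified P. pyralis luciferase (10nM final) in 50mM Tris acetate pH 7.5, 10mM Mg acetate, 0.01% Tween-20, 0.05% BSA with 10uM D-luciferin and 10uM ATP. Compounds titrated qHTS. Luminescence imaged on CCD.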
IP6K1 inhibitor: IP6K1 kinase inhibition | Q92551 | activity change, % (series mostly up to about 58 µM) | IP6K1 kinase, ADP-Glo luminescence, 2 h; stronger effect = lower value | hit rate 0.81% among 140,000; in the data active = activity change below about -25%
Target sequence (Q92551 whole entry, looked up): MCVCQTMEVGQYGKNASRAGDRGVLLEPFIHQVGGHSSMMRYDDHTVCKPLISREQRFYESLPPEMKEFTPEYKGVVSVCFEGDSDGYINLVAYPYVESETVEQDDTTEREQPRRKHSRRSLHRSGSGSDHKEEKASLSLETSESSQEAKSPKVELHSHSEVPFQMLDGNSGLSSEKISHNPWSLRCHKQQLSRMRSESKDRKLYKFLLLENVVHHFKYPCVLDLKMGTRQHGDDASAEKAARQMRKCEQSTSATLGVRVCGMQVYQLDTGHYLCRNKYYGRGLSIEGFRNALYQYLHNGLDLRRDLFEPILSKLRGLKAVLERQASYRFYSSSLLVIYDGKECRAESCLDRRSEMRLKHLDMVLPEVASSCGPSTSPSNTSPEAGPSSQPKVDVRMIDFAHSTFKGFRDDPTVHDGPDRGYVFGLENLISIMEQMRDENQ
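ADP-Glo luminescence measures ADP made by human IP6K1 during a 2 h RT reaction with ATP/IP6 (mix at 1.3 mM/130 uM); top library doses 57.5 and 19.1 uM final.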
SNCA viab count: reduces viability of HEK-293 SNCA reporter cells. hit rate 0.12% among 150,000. HEK-293-SNCA-luc viability, GF-AFC fluorescence, 24 h. Potency, µM (top dose mostly 57.1 µM), without a hit: at the highest dose activity change, negative = cytotoxicity, most hits filed as cytotoxic;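 note: potency is the fitted concentration of half-maximal effect; 0% = DMSO-treated cells and -100% = medium-only wells without cells; nearly all actives have a fitted effect of over 30% in size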
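HEK-293-SNCA-luc cells (1500/well) plated 24 h, then exposed 24 h to a dilution series; GF-AFC added 30 min at 37C, fluorescence 405/540 nm; normalised to medium-only and DMSO wells, Hill fit.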
The depositor's hits bear a star; i = inactive; ? = inconclusive; . = not tested or not shown; & = joins results of further samples; [ ] = another dose, or the depositor's remark. Unless noted, calls come from the whole dose curve; as a rule, active = well fitted curve in the direction sought with a large enough effect; inconclusive = small, poorly fitted or top-dose-only effect, or another doubt; inactive = no such curve, though single readings can be large; an effect the other way counts as inactive or inconclusive. Unless noted, % is set by controls: 0 for no effect and ±100 for the full control effect.

Sample of the layout:
Under each structure – 3T3 cytotox	SNCA expr inh	GPT2 inh	HEK293 tox	Luciferase inh	IP6K1 inhibitor	SNCA viab count
> CC1(C)C(=O)N(Cc2ccccc2F)[C@H]2CN(Cc3ccc4[nH]ccc4c3)C[C@@H]2[S+]1(=O)[O-]
    -26.6%	-3.3%	i	?	0.1%	14.7	-12.9%
> COc1ccc(C(=O)N[C@@H]2CCC[C@@H]2C(=O)NCCCOC(C)C)cn1
    4.2%	0.4%	4.6%	i	6.4%	-5.4	-18.0%
> Cc1ccc(Cl)cc1-n1c(=O)cc(N2CCN(c3ccccc3)CC2)[nH]c1=O
    .	6.1%	.	.	.	-1.6	17.1%

The listing, from the first entry:
Under each structure – 3T3 cytotox	SNCA expr inh	GPT2 inh	HEK293 tox	Luciferase inh	IP6K1 inhibitor	SNCA viab count
> CC1(C)C(=O)N(Cc2ccccc2F)[C@H]2CN(Cc3ccc4[nH]ccc4c3)C[C@@H]2[S+]1(=O)[O-]
    -26.6%	-3.3%	i	?	0.1%	14.7	-12.9%
> COc1ccc(C(=O)N[C@@H]2CCC[C@@H]2C(=O)NCCCOC(C)C)cn1
    4.2%	0.4%	4.6%	i	6.4%	-5.4	-18.0%
> Cc1ccc(Cl)cc1-n1c(=O)cc(N2CCN(c3ccccc3)CC2)[nH]c1=O
    .	6.1%	.	.	.	-1.6	17.1%
> COc1ccccc1-n1cc(-c2ccnc(N3CC(n4cccn4)C3)n2)cn1
    -30.0%	-12.2%	-3.4%	?	-19.5%	18.9	2.4%
> OC[C@H]1OC(O)C[C@@H](O)[C@H]1O (some centres not stated)
    .	15.1%	-14.8%	.	.	.	4.4%
> CN(C)CC(c1ccc(O)cc1)C1(O)CCCCC1 (configuration not stated)
    .	.	i	.	.	29.0	-5.2%
> COc1cccc(NC(=O)O[C@@H]2CO[C@H]3[C@@H]2OC[C@@H]3Nc2nccc(-c3ccc(-c4ccccc4)cc3)n2)c1
    -17.9%	17.1%	-46.5%	-11.4%	-17.9%	3.8	-0.6%
> COc1cccc([S+](=O)([O-])N2CCC(N3C(=O)c4c(c(C)nn4-c4ccccc4)C3C)C2)c1 (configuration not stated)
    ?	.	.	?	.	-3.1	.
> COc1ccc(-c2cc3c(=O)n(CCNC(=O)c4ccccc4C)ccn3n2)cc1
    -20.7%	63.3%[activator]	-3.2%	?	10µM*	-3.0	-24.7%
> CCOC(=O)CSc1nc2cc3c(cc2c(=O)n1CCCCCC(=O)NCc1ccc(OC)cc1)OCO3
    .	-14.6%	.	.	.	33.4	1.7%
> O=C(NCc1ccccn1)c1ccc2c(c1)N(C(=O)c1ccc(F)cc1)CC2
    -8.6%	4.2%	-8.6%	-4.1%	-6.1%	-2.0	-5.7%
> Cn1cnnc1-c1nn(C)c2c1CN(C(=O)c1n[nH]c(=O)c3ccccc13)CC2
    0.6%	21.4%	-27.7%	4.8%	3.7%	-21.1	3.1%
> CCOC(=O)c1c(C)[nH]c(C)c1S(=O)(=O)N1CCN(c2ccccc2OC)CC1
    .	?	.	.	.	-3.1	17.8%
> COc1ccc(-c2cc(C(F)(F)F)nc(NCc3ccccc3)n2)cc1
    .	-19.5%	.	.	.	-12.2	3.2%
> COCCN1CCCC[C@]2(C[C@H](CO)[C@H](c3ccccc3)N2C(=O)c2ccc(OC)cc2)C1=O
    ?	.	.	-1.2%	.	2.8	.
> COC[C@@H](N)C(=O)N1C[C@@H]2C[C@H]1C(=O)N2c1cc(-c2ccccc2)ccc1OC
    i	-29.9%	-1.5%	i	0.1%	-6.3	-9.2%
> CCn1ncc(C(=O)N2CCCn3ccnc3C2c2cnn(C)c2)c1C (configuration not stated)
    -7.4%	8.9%	i	-13.5%	-10.2%	-4.6	-0.5%
> Cc1cccc(CC2(NC(=O)C3CC(=O)N(C4CCCC4)C3)CC2)c1 (configuration not stated)
    -19.0%	-15.7%	i[11.5 µM]	-3.6%	-5.1%	-20.0	-4.0%
> CNC(=O)[C@@H](C1CCCCC1)N1CCC[C@H]1C(=O)N1CCN(C)CC1
    -16.0%[174 µM]	5.5%[87.6 µM]	?	i	-4.4%[172 µM]	-2.7	-6.1%[87.6 µM]
> CCCC(=O)N1CCN(c2nc3c(OC)ccc(C)c3s2)CC1
    .	4.0%	.	.	.	9.6	5.2%
> O=C(NCCN1CCCCC1)c1ccc(-c2ccc(N3CCSCC3)nc2)cc1
    28.2µM*	59.2%[activator]	i	35.5µM*	-28.3%	-1.3	3.4%
> COc1ccccc1-c1cc(C(=O)N2CCCC2)c2cnn(C)c2n1
    -13.5%	-22.8%	-0.4%	i	.	-12.3	5.2%
> CCN(Cc1ccccc1)Cc1c(O)ccc2c(=O)c(-c3ccc(Cl)cc3)c(C(F)(F)F)oc12
    .	-26.2%	.	.	.	0.9	-1.1%
> CN1C(=O)CS(=O)(=O)C12CCN(C(=O)c1ccnn1C)CC2
    -0.6%	8.7%	i	3.8%	1.5%	-3.8	3.7%
> O=C(Nc1cccc(Cl)c1)N1CCC(Oc2ncccc2C(=O)N2CCOCC2)C1 (configuration not stated)
    -8.6%	69.8%[activator]	i	2.4%	-9.9%	13.9	6.6%
> O=C(Nc1cccc(Cl)c1)C1CN(c2cccc(Cl)c2)C(=O)N1 (configuration not stated)
    ?	-3.1%	-25.9%	?	3.7%	-11.7	-9.5%
> COc1ccc(N2CCN(CCCNC(=O)Nc3ccccc3Cl)CC2)cc1
    .	-23.3%	.	.	.	-9.1	0.0%
> Cc1cccc(N2CCN(S(=O)(=O)c3ccc4oc(=O)c5ncn(C)c5c4c3)CC2)c1C
    .	-9.6%	.	.	.	23.2	2.9%
> O=C1NCCCCCCN(C(=O)c2cccs2)[C@H]2C[C@H](c3nc(-c4cccnc4)no3)C[C@@H]12
    ?	-4.7%	i	-12.5%	4.3%	0.0	-10.0%
> CCOC(=O)C1CCN(C(=O)CCN(CC)C(=O)c2cc(C)oc2C)CC1
    3.6%	0.5%	-5.2%	-31.9%	-15.2%	12.2	-5.1%
> O=C(c1ccccc1)N1CCN(CCn2nc3n(c2=O)CCCC3)CC1
    -7.9%	.	.	-9.0%	.	-7.6	.
> CCOc1ccc(N(CC)C(=O)CCc2nc(-c3ccccc3F)no2)cc1
    .	47.6%[activator]	.	.	.	-10.4	10.8%
> COc1ccc(Nc2c(-c3ccco3)nc3cccc(C)n23)cc1
    .	-16.2%	.	.	.	-4.7	-15.9%
> COCCN1C(=O)c2oc3ccc(C)cc3c(=O)c2C1c1ccc(C(=O)OC)cc1 (configuration not stated)
    .	14.4%	.	.	.	37.6	-7.8%
> COC(=O)c1cnn(-c2ccc(C(=O)Nc3cccc(C(C)=O)c3)cc2)c1N
    .	20.7%	.	.	.	-2.2	-1.7%
> O=C(NC1CCCN(C2CCCCCC2)C1)c1ccccc1N1CCOCC1 (configuration not stated)
    -21.0%	0.8%	-1.8%	-20.5%	-5.2%	-9.9	9.2%
> NC(=O)[C@H]1CCCN1Cc1cnc(N2CCCCC2)nc1
    2.0%	13.0%	-11.4%	-13.7%	9.3%	0.5	5.2%
> COCCN1CC(CO)C2(CCN(Cc3ccc(F)c(F)c3)CC2)C1 (configuration not stated)
    -18.1%	?	-18.8%	?	1.2%	0.2	5.2%[12.5 µM]
> CCNC(=O)N1CCC(Cc2ncc(C)n2C2CC2)C1 (configuration not stated)
    -14.2%	-13.3%	-0.3%	-2.1%	-5.6%	15.9	-1.0%
> COc1ccc(C(=O)CC2(O)C(=O)N(CCc3ccccc3)c3ccc(Br)cc32)cc1OC (configuration not stated)
    .	?	.	.	.	15.0	?

Continued.
SMILES	3T3 cytotox	SNCA expr inh	GPT2 inh	HEK293 tox	Luciferase inh	IP6K1 inhibitor	SNCA viab count
COc1ccc(-c2cc(N3CCCN(C(=O)Cc4ccccc4Br)CC3)n[nH]2)cc1	?	21.3%	?	?	-7.6%	4.8	?
CN(C)C(=O)N1CCN(c2nccc(Nc3ccccc3Cl)n2)CC1	?	39.0%[activator]	-9.6%	?	.	7.0	8.8%
CCOc1ccc(NC(=O)CSC2=Nc3ccccc3C3=NC(CC(=O)NCc4ccc5c(c4)OCO5)C(=O)N23)cc1 (configuration not stated)	.	114.9%[activator]	.	.	.	51.0	-18.8%
Cn1cnc(S(=O)(=O)N[C@H]2CCN(C(=O)CSCC(=O)O)[C@H](C(=O)N[C@H](Cc3ccccc3)C(N)=O)C2)c1	0.9%	5.8%	i	1.8%	1.3%	-4.9	-2.4%
O=C(NCc1cccc(Cl)c1)c1nc2sccn2c1-c1ccccc1	?	0.0%	-11.0%	?	.	14.0	-1.4%
O=C1NCCCCCCN(C(=O)c2ccccn2)[C@H]2CCC[C@@H]12	i	-9.6%	i	i	-1.9%	8.2	?
COc1cccc(CN2CCNc3cnc(-c4ccccc4)cc3C2)c1	?	13.6%[87.6 µM]	-4.4%[88.5 µM]	89.1µM*	-14.6%[172 µM]	-14.1	-8.0%[87.6 µM]
Cc1cnc(C(=O)N2CCC3(CC2)CC(OCC2CC2)CCO3)cn1 (configuration not stated)	1.6%	-17.8%	0.8%	8.6%	2.0%	17.4	7.2%[12.5 µM]
C=CCNC(=O)CN1CN(c2ccccc2)C2(CCN(C(=O)NCc3ccccc3)CC2)C1=O	-29.7%	8.9%	i	-15.6%	-15.7%	3.3	3.9%
C=C[C@]1(C)C[C@H](O)[C@@H]2[C@H](OC(=O)[C@@H]2C)C1/C(C)=C/O[C@@H]1O[C@H](CO)[C@@H](O)[C@H](O)[C@H]1O (some centres not stated)	.	.	-13.8%[27.3 µM]	.	.	2.2	-7.7%[23.9 µM]
Cc1ccc(C(=O)N2CCC3(CC2)CC(c2cccnc2)=NO3)cc1	?	-26.6%[87.6 µM]	0.4%[88.5 µM]	?	-4.2%[172 µM]	0.7&9.4	?
CC(C)c1ccc(C(=O)N2CCC3(CC2)OC(=O)N(CC2CC2)C3(C)c2cccnc2)cc1 (configuration not stated)	?	4.5%	-3.2%	?	-4.8%	-1.6	4.1%
CCOc1ccc(C(=O)Nc2cccc(NC(=O)c3ccc(C(C)(C)C)cc3)c2)cc1Br	.	?	.	.	.	-3.5	?

High-throughput results deposited in PubChem BioAssay by National Center for Advancing Translational Sciences (NCATS).
